# From PubChem
# DSG3 Ab inh: human desmoglein-3 autoantibody binding inhibition. P32926. DSG3-coupled beads, scFv-anti-DSG3-GFP binding, flow cytometry; active compounds read low. binding (percent of control), % at 10 µM. 310,000 tested, 0.48% active. AID 588358;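 active = binding more than 3 SD below its plate's average and above zero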;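 also: hits lower antibody fragment binding to DSG3; some compounds called inactive have numbers as strong as hits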
# NSD2 HMT inh: NSD2 (human) methyltransferase inhibition | O96028 | NSD2 peptide methylation, AlphaScreen, 120 min | inhibition, % at 12.5 µM | 310,000 tested, 0.54% active; in the data active = inhibition above about 50%
# PKA-R1A act: activators of PKA-R1A complex | P00514+P68181 | PKA-R1A dissociation, Cy5-IP20 fluorescence polarization; scaled: DMSO 0%, 113 µM cGMP 100% | activation, % at 11.4 µM | 340,000 tested, 0.083% active | AID 504707;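 active = percent activation above the mean of all tested compounds plus 3 SD, cut at about 19% in these data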;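 also: higher means more PKAc released from R1A so a rise in polarization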
# PKA-R2B act: activates the human PKA-R2B holoenzyme complex. activation, % at 11.4 µM. P22694+P31323. PKA-R2B holoenzyme dissociation, Cy5-IP20 fluorescence polarization; R2B truncated from residue 108, S112A mutant; 0% DMSO only, 100% 113 µM cGMP. 340,000 tested, 0.079% active;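 active = activation above a cutoff set at the mean over all compounds plus 3 SD, cut at about 18% in these data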;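 also: higher means more holoenzyme dissociation and a rise in polarization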
# Target sequence (P31323 whole entry, looked up, other chains not shown, the tested form may be a part): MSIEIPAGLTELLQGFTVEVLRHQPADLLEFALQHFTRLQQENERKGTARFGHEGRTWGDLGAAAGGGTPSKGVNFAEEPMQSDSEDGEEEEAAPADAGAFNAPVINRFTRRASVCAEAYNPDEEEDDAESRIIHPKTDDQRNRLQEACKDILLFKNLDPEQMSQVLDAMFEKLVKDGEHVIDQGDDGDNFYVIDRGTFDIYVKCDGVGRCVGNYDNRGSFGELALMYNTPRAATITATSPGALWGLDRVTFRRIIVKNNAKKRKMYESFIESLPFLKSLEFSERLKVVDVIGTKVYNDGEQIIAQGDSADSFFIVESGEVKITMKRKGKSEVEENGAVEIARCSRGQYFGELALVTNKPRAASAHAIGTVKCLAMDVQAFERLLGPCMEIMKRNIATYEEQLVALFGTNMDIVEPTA
# Arr AP2 block: human beta-arrestin and AP2 interaction inhibition | 340,000 tested, 0.31% active | FITC-arrestin peptide / GST-AP2 beads, flow cytometry; AP2 beta2 appendage carries R879A mutation | AID 504490 | inhibition, % at 10 µM;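 active = inhibition above a set limit, near 3 SD of compounds lacking own fluorescence, cut at about 54% in these data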;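 also: plate controls were DMSO wells for no effect and 5 µM unlabelled arrestin peptide for full effect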
#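 Material – GST-tagged AP2 beta2-adaptin appendage (R879A) on 4 µm glutathione beads · Probe or stimulus – fluorescein-tagged arrestin peptide at 50 nM final · Timing – 12 min plus 1 h, RT · Detection – bead flow cytometry, FITC channel · Read-out basis – inhibition as reduced fluorescein signal on beads, percent · Medium – PBS plus Tween 20 (0.05%) and BSA (0.1%)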
# SUMO Mot1 rescue: blocks SUMOylation pathway, rescuing yeast Mot1-301 growth | S. cerevisiae Mot1-301 growth rescue, ATP luminescence, 38.5C; percent above DMSO median, 100 means doubled | growth rescue, % at 18.8 µM | 320,000 tested, 1% active | AID 2716;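 active = every valid replicate shows activation above 250% relative to neutral control wells; inactive = the rest, any valid replicate at or below 250%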;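 also: OY570 slx delta 5 strain wells were the positive control but not used for scaling; some compounds called inactive have numbers as strong as hits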
# CDK5 inh: inhibitors of human CDK5/p35 kinase; Recombinant CDK5/p35, ADP-Glo luminescence, 60 min; inhibition, % at 10 µM; 330,000 tested, 0.01% active; AID 488839;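 active = highest replicate inhibition of at least 50% and at least 75% of replicates reaching 50%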;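 also: plate controls were DMSO neutral control for no effect and GW8510 at 10 µM for full effect; many of its hits are not listed in these tables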
# dFosB act: enhances mouse delta FosB homodimer DNA binding; 340,000 tested, 0.99% active; purified delta FosB, TAMRA-CDK5 oligo fluorescence polarization; percent of positive-control signal above neutral wells; P13346; activation, % at 25 µM;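 active = mean activation above about 17%, with every replicate also reaching it, limit read from the data, passing the limit was not always enough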;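 also: fluorescence polarization rise as delta FosB binds a TAMRA Cdk5 AP-1 oligo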
# Target sequence (P13346 whole entry, looked up): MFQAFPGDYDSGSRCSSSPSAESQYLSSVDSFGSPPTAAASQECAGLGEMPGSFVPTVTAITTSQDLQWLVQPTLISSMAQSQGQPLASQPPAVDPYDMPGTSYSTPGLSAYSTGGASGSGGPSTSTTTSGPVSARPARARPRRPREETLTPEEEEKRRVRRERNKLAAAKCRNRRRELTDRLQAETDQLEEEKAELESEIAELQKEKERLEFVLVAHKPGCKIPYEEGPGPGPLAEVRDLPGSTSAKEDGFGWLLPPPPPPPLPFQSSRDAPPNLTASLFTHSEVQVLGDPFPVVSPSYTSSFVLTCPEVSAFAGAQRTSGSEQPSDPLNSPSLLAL
# SR-BI DiI-HDL act: activators of SR-BI mediated HDL lipid uptake | CHO ldlA[mSR-BI] cells, DiI-HDL uptake fluorescence, 3 h; 100 = double the neutral-control signal | activation, % at 12.5 µM | 320,000 tested, 0.096% active;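 active = mean replicate activation of at least 60% and every replicate at or above 60%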;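 also: 0% = median plate neutral-control signal and 100% = twice that signal; values of inactives mirror those of a sister screen read the other way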
#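 material = CHO ldlA[mSR-BI] cells | medium = Ham's F12 with 0.5% BSA, HEPES 25 mM, pH 7.4 | reagent = fluorescent DiI-HDL, 10 µg/mL final | compound dosing = single-point compound dose | incubation = 3 h, 37 °C | measured by = bottom-read fluorescence, 550/595 nm | measure = HDL uptake via cellular fluorescence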
# MITF TRPM1 HTS: increases MITF-driven TRPM1 promoter luciferase signal; SK-MEL-5 TRPM1-promoter luciferase, 24 h; % of positive control, neutral wells = 0; activation, % at 12.5 µM; 300,000 tested, 0.75% active;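 active = mean activation of at least 80% with every replicate also reaching 80%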;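 also: 0% = neutral control wells and 100% = parthenolide positive control wells; values of inactives mirror those of a sister screen read the other way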
# SR-BI HDL uptake: inhibitors of mouse SR-BI mediated HDL lipid uptake. inhibition, % at 12.5 µM. Q61009. ldlA[mSR-BI] CHO cells, DiI-HDL uptake fluorescence, 3 h. 320,000 tested, 0.96% active;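 active = mean replicate inhibition of at least 70% and a set share of replicates each scoring 70 or more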;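 also: 0% = median of neutral control wells and 100% = median of positive control wells; values of inactives mirror those of a sister screen read the other way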
# * hit, by the source's call; · = no result given.
item	Molecule	DSG3 Ab inh	NSD2 HMT inh	PKA-R1A act	PKA-R2B act	Arr AP2 block	SUMO Mot1 rescue
1	O=C(c1ccc2ccccc2c1)N1CCN(c2ccc([N+](=O)[O-])c(N3CCOCC3)c2)CC1	108	1	0	-3	1	-7
2	CCCOc1ccc(/C=N/Nc2ccccc2[N+](=O)[O-])c(OCCC)c1	103	4	-13	11	35	-14
3	Cc1[nH]n(C(N)=S)c(=O)c1N=Nc1cccc(Cl)c1	96	-1	-8	6	-10	-9
4	CCOc1ccc(NS(=O)(=O)c2ccc(C(=O)NNC(=O)c3ccccc3O)cc2)cc1	104	1	-5	-6	24	540
5	Cc1cc(C)cc(NC(=O)[C@H](NC(=O)[C@@H]2Cc3ccccc3CN2)c2ccccc2)c1	105	-3	-8	-2	-5	-6
6	Cc1cccc(N=C2NC(=O)/C(=C/c3cccnc3)S2)c1C	110	9	-7	-4	0	-4
7	O=C(O)CCc1nc2ccccc2c(=O)[nH]1	100	0	0	-4	30	-5
8	Cc1ccc(-c2nc(NC(=O)CSc3ccc4ccccc4n3)ns2)cc1	105	·	4	-1	3	56
9	CC(C)c1ccccc1NC(=S)N1CCN(S(=O)(=O)c2cccs2)CC1	118	0	-9	3	0	1
10	O=C(COC(=O)C1CC(=O)N(Cc2ccco2)C1)c1ccc(OC(=O)c2ccco2)cc1 (stereo not drawn)	89	2	-7	5	-3	9

item	CDK5 inh	dFosB act	SR-BI DiI-HDL act	MITF TRPM1 HTS	SR-BI HDL uptake
1	3.7	-7	-14	-12	14
2	1.3	1	-104	-15	104*
3	-1.9	-9	-18	21	18
4	0.6	-7	-127	-11	127*
5	-1.4	47*	11	-16	-11
6	2.3	1	-2	·	2
7	0.2	2	·	7	·
8	1.0	-3	6	17	-6
9	0.8	-2	-12	-8	12
10	2.1	-16	2	·	-2

# The list continues.
item	Molecule	DSG3 Ab inh	NSD2 HMT inh	PKA-R1A act	PKA-R2B act	Arr AP2 block	SUMO Mot1 rescue
11	COc1cc2[nH]c3ccccc3c2cc1C	99	·	-7	-6	4	-2
12	O=C(CCl)Nc1cccc(-c2cnc3ccccc3n2)c1	·	2	-2	-10	38	48
13	Cc1ccc(S(=O)(=O)N2CCN(C(=O)CCn3nc(C)c(C)c3C)CC2)cc1C	106	-1	-7	-7	29	-14
14	COCC(=O)Nc1ccc(S(=O)(=O)N2CCCC2)cc1	107	-2	2	-3	-7	-4
15	CCc1cc(C(=O)N2CCN(S(=O)(=O)c3cc(C)ccc3C)CC2)sc1C	82	40	9	-5	-2	15
16	CC(C)(C)NC(=O)C(c1cccs1)N(C(=O)c1csnn1)c1cccc(F)c1 (stereo not drawn)	99	0	10	1	-10	-18
17	CCCCN(C)C(=O)c1cn(CC)c2ccc(S(=O)(=O)N(C)C)cc2c1=O	112	·	-8	4	2	·
18	O=[N+]([O-])c1cc(-c2ccc(/C=N\n3cnnc3)o2)cc([N+](=O)[O-])c1	92	6	-5	6	34	-7
19	COc1ccc(C(=O)NCc2nnc(SCC(=O)Nc3ccccc3F)o2)cc1	92	-10	2	-7	-13	-8
20	Clc1ncc(CN2CCN(c3ccccc3)CC2)s1	96	4	3	-15	28	46

item	CDK5 inh	dFosB act	SR-BI DiI-HDL act	MITF TRPM1 HTS	SR-BI HDL uptake
11	1.1	-2	-2	10	2
12	1.0	-29	-8	-70	8
13	1.4	-10	3	-2	-3
14	0.4	-8	-1	7	1
15	-0.7	-4	-38	-2	38
16	-0.7	-1	11	0	-11
17	-1.0	1	8	14	-8
18	-0.7	-6	-2	3	2
19	-5.2	0	21	-8	-21
20	0.2	1	0	2	0

# Reformatted: results already given
# Every second line gives: DSG3 Ab inh, NSD2 HMT inh, PKA-R1A act, PKA-R2B act, Arr AP2 block, SUMO Mot1 rescue, CDK5 inh, dFosB act, SR-BI DiI-HDL act, MITF TRPM1 HTS, SR-BI HDL uptake
15) CCc1cc(C(=O)N2CCN(S(=O)(=O)c3cc(C)ccc3C)CC2)sc1C
    82, 40, 9, -5, -2, 15, -0.7, -4, -38, -2, 38
16) CC(C)(C)NC(=O)C(c1cccs1)N(C(=O)c1csnn1)c1cccc(F)c1 (stereo not drawn)
    99, 0, 10, 1, -10, -18, -0.7, -1, 11, 0, -11
17) CCCCN(C)C(=O)c1cn(CC)c2ccc(S(=O)(=O)N(C)C)cc2c1=O
    112, ·, -8, 4, 2, ·, -1.0, 1, 8, 14, -8
18) O=[N+]([O-])c1cc(-c2ccc(/C=N\n3cnnc3)o2)cc([N+](=O)[O-])c1
    92, 6, -5, 6, 34, -7, -0.7, -6, -2, 3, 2
19) COc1ccc(C(=O)NCc2nnc(SCC(=O)Nc3ccccc3F)o2)cc1
    92, -10, 2, -7, -13, -8, -5.2, 0, 21, -8, -21
20) Clc1ncc(CN2CCN(c3ccccc3)CC2)s1
    96, 4, 3, -15, 28, 46, 0.2, 1, 0, 2, 0

# Later entries:
item	Molecule	DSG3 Ab inh	NSD2 HMT inh	PKA-R1A act	PKA-R2B act	Arr AP2 block	SUMO Mot1 rescue
21	Cc1cc(C)n2nc(C(=O)Nc3ccc4c(c3)OCO4)nc2n1	110	0	-2	4	29	-2
22	Cc1ccc2occ(C(c3nnnn3C3CCCC3)N3CCN(C(=O)c4ccco4)CC3)c(=O)c2c1 (stereo not drawn)	99	2	-12	-6	-3	-12
23	COc1ccc(OCC(=O)NNC(=O)C(=O)Nc2ccc(C)cc2)cc1	103	-1	-8	0	40	-18
24	C/C(=N\Nc1ccc(Cl)c(C(=O)O)c1)c1ccc(N2CCOCC2)cc1	100	0	-7	0	31	-24
25	COc1ccc(S(=O)(=O)Nc2c(C)ccc3nsnc23)cc1OC	99	-1	-17	-7	16	-1
26	O=C(NNC(=O)c1ccc(Br)o1)c1csc(N2CCOCC2)n1	99	-2	6	0	3	-3
27	COC1=C(Br)C(=O)c2ncccc2C1=O	·	·	3	5	48	·
28	Nc1nccnc1C(=O)OCc1nc2sc3c(c2c(=O)[nH]1)CCCC3	96	-5	-2	7	5	14
29	CC(=O)c1ccc(OCC(=O)N2CCCC(Nc3ccc(C)c(C)c3)C2)cc1 (stereo not drawn)	115	4	-3	-13	-5	150
30	Cc1ccc(NC(=O)CN(C)C(=O)COc2cccc3cccnc23)cc1	127	2	12	2	-5	-25

item	CDK5 inh	dFosB act	SR-BI DiI-HDL act	MITF TRPM1 HTS	SR-BI HDL uptake
21	1.4	-2	-6	43	6
22	2.2	-6	-4	1	4
23	-1.4	4	26	29	-26
24	-0.1	-2	25	0	-25
25	-0.2	-6	-4	0	4
26	-1.3	-8	23	17	-23
27	-2.2	-9	1	-63	-1
28	0.8	-12	9	18	-9
29	0.9	-3	-5	-7	5
30	-0.1	-10	19	-19	-19

# Later entries.
item	Molecule	DSG3 Ab inh	NSD2 HMT inh	PKA-R1A act	PKA-R2B act	Arr AP2 block	SUMO Mot1 rescue
31	O=C(/C=C/c1cc(Br)ccc1F)OCC(=O)N1CCOCC1	102	-3	-5	-5	-13	3
32	COc1cc(C(=O)OC(C)CN2C(C)CCCC2C)cc(OC)c1OC (stereo not drawn)	111	-4	3	-4	0	-1
33	CCOc1cc(C(=O)NC(=S)Nn2cnnc2)cc(OCC)c1OCC	95	0	-1	8	14	-16
34	CCOc1ccc(/C=C\C(C)=N\O)cc1	91	·	-3	3	29	-3
35	CCCCCC1=C(C(=O)OC)C(C(=O)OCC)N(S(=O)(=O)C(F)(F)F)c2ccccc21 (stereo not drawn)	105	·	-2	0	-10	·
36	CC(C)Nc1nc(NC(C)C)nc(Nn2cnnc2)n1	102	-1	-5	-6	20	-12
37	Cc1cccc(C(=O)OCc2cnc(Cl)s2)c1	103	13	-8	-21	-3	-11
38	COc1ccc(C)cc1S(=O)(=O)Nc1ccncc1	99	·	16	8	-9	-10
39	CCOC(=O)C1CCCN(c2nc3ccccc3nc2C(C#N)C(=O)OC(C)COC)C1 (stereo not drawn)	99	17	11	-9	6	10
40	Cc1[nH]n(-c2ccccc2)c(=O)c1CCO	106	-3	3	8	4	-10

item	CDK5 inh	dFosB act	SR-BI DiI-HDL act	MITF TRPM1 HTS	SR-BI HDL uptake
31	1.2	0	3	-12	-3
32	0.1	-7	4	1	-4
33	-0.9	5	-9	8	9
34	2.2	-5	28	79	-28
35	-1.7	1	-6	-11	6
36	-0.1	0	-9	2	9
37	-2.2	-1	35	11	-35
38	0.8	-7	24	-3	-24
39	-0.4	-8	40	29	-40
40	-0.5	1	17	-8	-17

# The list continues:
item	Molecule	DSG3 Ab inh	NSD2 HMT inh	PKA-R1A act	PKA-R2B act	Arr AP2 block	SUMO Mot1 rescue
41	Cc1cc(NS(=O)(=O)c2ccc(NC(=O)COc3ccc(C#N)cc3)cc2)nc(C)n1	107	0	-6	-3	-13	-24
42	CC(C)C(NC(=O)c1ccc(Cl)cc1Cl)C(=O)N1CCC1 (stereo not drawn)	106	-1	-6	2	13	2
43	CCOCCCNC(=O)c1c[nH]c2cc(OC)ccc2c1=O	102	-2	2	-4	-1	3
44	NS(=O)(=O)c1ccc(CCNC(=O)CN2C(=O)c3ccccc3S2(=O)=O)cc1	94	0	-2	-5	-24	-1
45	Cc1cc(OC(F)F)ccc1NC(=S)NC1CCCC1	110	0	0	-3	-5	13
46	O=C(CCN1C(=O)/C(=C/c2ccc(F)cc2)SC1=S)NC1CCS(=O)(=O)C1 (stereo not drawn)	92	-4	-6	-13	-5	0
47	Cc1ccc(C)c(NC(=O)CN(C)C(=O)Cn2c(=O)oc3ccccc32)c1	99	2	-15	-12	0	18
48	C=C(C)[C@@H]1CC[C@]2(C(=O)O)CC[C@]3(C)C(CCC4[C@@]5(C)CC[C@H](O)C(C)(C)C5CC[C@]43C)C12 (stereo partly drawn)	97	·	5	7	1	-3
49	Cc1nnc(N(C)C(=O)c2cccnc2)s1	93	17	-2	-1	1	-12
50	O=C(Nc1ccc(N2CCCC2)cc1)c1cccc(Cl)c1Cl	110	2	-2	0	5	1

item	CDK5 inh	dFosB act	SR-BI DiI-HDL act	MITF TRPM1 HTS	SR-BI HDL uptake
41	0.4	4	16	-3	-16
42	-3.1	-18	0	-16	0
43	-0.9	-9	9	-1	-9
44	-1.3	0	0	3	0
45	-1.6	-5	-23	-4	23
46	·	-2	-1	9	1
47	0.2	5	11	-12	-11
48	0.2	-3	15	·	-15
49	0.7	1	8	7	-8
50	2.6	1	-79	·	79*
